Mdm2 MdmX PPI: disrupts the human Mdm2-MdmX interaction. SaOS-2 split-luciferase Mdm2/MdmX complementation, luminescence. actives 3% (n = 330,000). O15151+Q00987. AID 485346. inhibition, % at 8 µM;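 active means inhibition of at least 50% at 8 µM in the primary screen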
Target sequence (O15151 whole entry, looked up): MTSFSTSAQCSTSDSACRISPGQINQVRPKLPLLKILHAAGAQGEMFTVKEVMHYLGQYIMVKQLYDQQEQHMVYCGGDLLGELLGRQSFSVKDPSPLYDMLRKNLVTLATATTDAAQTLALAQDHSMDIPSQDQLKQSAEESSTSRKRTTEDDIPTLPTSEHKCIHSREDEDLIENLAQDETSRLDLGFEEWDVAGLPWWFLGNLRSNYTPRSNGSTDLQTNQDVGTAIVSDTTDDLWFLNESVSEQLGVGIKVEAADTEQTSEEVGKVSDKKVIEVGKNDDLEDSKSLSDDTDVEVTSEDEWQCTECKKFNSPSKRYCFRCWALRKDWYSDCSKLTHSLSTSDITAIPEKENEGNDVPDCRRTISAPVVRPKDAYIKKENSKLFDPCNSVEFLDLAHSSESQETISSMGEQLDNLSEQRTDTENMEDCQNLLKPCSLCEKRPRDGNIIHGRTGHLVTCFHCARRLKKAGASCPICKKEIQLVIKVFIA
Target sequence (Q00987 whole entry, looked up): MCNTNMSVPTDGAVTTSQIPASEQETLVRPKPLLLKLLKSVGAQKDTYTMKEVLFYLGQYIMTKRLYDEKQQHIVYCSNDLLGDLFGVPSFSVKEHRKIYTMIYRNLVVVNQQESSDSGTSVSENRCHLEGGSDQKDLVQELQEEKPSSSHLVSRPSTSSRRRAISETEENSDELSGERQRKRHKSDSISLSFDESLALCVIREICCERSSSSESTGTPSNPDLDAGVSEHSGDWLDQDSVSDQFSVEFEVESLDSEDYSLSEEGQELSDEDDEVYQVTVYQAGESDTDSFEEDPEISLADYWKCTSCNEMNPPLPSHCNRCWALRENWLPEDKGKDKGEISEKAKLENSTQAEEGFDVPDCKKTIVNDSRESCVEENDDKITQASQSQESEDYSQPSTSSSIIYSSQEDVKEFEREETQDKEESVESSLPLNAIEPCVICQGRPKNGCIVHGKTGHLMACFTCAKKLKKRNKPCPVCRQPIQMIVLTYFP
TIM10 inh: inhibits growth of TIM10 yeast strain; S. cerevisiae TIM10 strain growth, BacTiter-Glo luminescence, 24 h; inhibition, % at 10 µM; actives 1.4% (n = 330,000);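 active means inhibition of 40% or more at the single tested concentration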;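 further: wild-type TIM10 isogenic control strain grown at permissive 25 °C; 0% = DMSO yeast wells and 100% = minimal medium wells without yeast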
UPR CHOP act: apoptotic UPR (CHOP) activation. actives 0.34% (n = 330,000). CHO-CHOP luciferase reporter, luminescence; percent of tunicamycin response over DMSO baseline. AID 449763. activation, % at 10 µM;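 active means at 10 µM dose, activation of 40% or more, normalized to positive control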;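 further: 100% = tunicamycin at 10 µg/mL and 0% = DMSO alone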
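measured by = luciferase luminescence | assay system = CHO-CHOP cells, stable luciferase reporter of PERK-eIF2a-CHOP signalling | amount = 500 reporter cells seeded per well | timing = 6 h compound exposure at 37 °C after overnight seeding | controls = positive tunicamycin 10 µg/mL, negative DMSO alone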
Jurkat NFkB inh: lowers PMA/ionomycin-induced NF-kB signal in Jurkat cells | inhibition, % at 4 µM | PMA/ionomycin-induced NF-kB luciferase reporter, luminescence | actives 0.53% (n = 330,000); in the data active means inhibition above about 50%
tim10-1 inh: growth inhibitors of tim10-1 mutant yeast. S. cerevisiae tim10-1 ts strain growth, BacTiter-Glo, 24 h. inhibition, % at 20 µM. actives 2.2% (n = 330,000);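 active means inhibition of at least 40%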;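 further: mutant grown at 25 °C; 0% = DMSO wells with yeast and 100% = wells holding no yeast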
tim23-1 inh: growth inhibitors of tim23-1 mutant yeast; S. cerevisiae tim23-1 growth, BacTiter-Glo luminescence, 24 h; inhibition, % at 20 µM; actives 1.3% (n = 330,000); AID 463212;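 active means growth inhibition of the mutant yeast at or above 50%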;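 further: temperature-sensitive mutant grown at 25 °C; plate controls were DMSO-treated mutant yeast for no effect and medium wells lacking yeast for full effect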
697 NFkB inh: inhibitors of the PMA/ionomycin-induced NF-kB reporter in 697 B cells; 697 B-cell NF-kB luciferase reporter, 16 h; inhibition, % at 4 µM; actives 0.33% (n = 330,000); AID 435022; in the data active means inhibition above about 35%
XBP1 UPR activ: activators of adaptive arm of unfolded protein response (XBP1); AID 463104; activation, % at 20 µM; actives 0.33% (n = 330,000); CHO-XBP1 luciferase reporter, IRE1-XBP1 UPR activation, luminescence; percent of tunicamycin response, DMSO as zero;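 active means versus positive control, 20 µM dose yields 30% or more activation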;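 further: 100% = tunicamycin at 10 µg/mL and 0% = DMSO only wells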
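Material: CHO cell line with stable XBP1 luciferase reporter; buffer or medium: F12 medium containing 10% fetal bovine serum; compound: single point, 20 µM final compound, 1% DMSO; incubation: 6 h treatment, 37 °C; measured by: glow luminescence from Steady-Glo reagent; evaluation: activation, % of tunicamycin; control set: tunicamycin high, DMSO low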
* marks the source's active call; other numbers are inactive results. Random draw from the library. About 6.6% of those tested had a hit in this group.

SMILES | Mdm2 MdmX PPI | TIM10 inh | UPR CHOP act | Jurkat NFkB inh | tim10-1 inh | tim23-1 inh | 697 NFkB inh | XBP1 UPR activ
COc1ccc(NC(=O)C(c2ccccc2)N(C)C(=O)CNC(C)=O)cc1 (stereo unspecified) | 16.7 | 8.6 | -0.7 | -8.0 | 2.7 | -0.8 | 7.7 | -2.7
O=S(=O)(c1ccc(F)cc1)N1CCC(N2CCCCCC2)CC1 | -3.2 | -9.7 | -1.4 | -2.4 | 0.5 | 5.4 | -16.8 | -0.9
O=[N+]([O-])c1nn(-c2ccc(Cl)cc2)n(O)c1=NCc1ccccc1Cl | -19.0 | 14.3 | 3.9 | -7.4 | 21.1 | 16.1 | 6.8 | 0.1
CC(C)NC(=O)c1ccc(N(Cc2ccccc2)S(C)(=O)=O)cc1 | -10.3 | 0.3 | 3.1 | 2.4 | 7.3 | 9.5 | 1.2 | -3.1
Cc1nc(SCC(=O)Nc2ccccc2Cl)oc1C | 11.3 | 1.6 | -1.2 | 8.9 | 10.9 | 11.4 | 3.9 | -3.7
O=Cc1c(N2CCN(CCO)CC2)nc2ccccn2c1=O | 9.1 | 1.1 | -0.1 | 7.9 | -0.4 | 2.0 | 12.1 | -3.1
O=C(Oc1ccc(-c2cnc3ccccc3n2)cc1)c1ccco1 | -112.9 | 13.4 | 3.9 | -162.4 | 32.2 | 5.9 | -154.3 | 2.9
COc1ccc(C(C(=O)NC(C)(C)C)N(C(=O)CCC(=O)Nc2cc(C)on2)c2cccc(C)c2C)cc1 (stereo unspecified) | 7.5 | -7.8 | 1.6 | 4.3 | -1.6 | 4.4 | 6.9 | -0.5
O=[N+]([O-])c1ccc(N2CCN(CCO)CC2)cc1NCc1ccco1 | -2.6 | -4.9 | -0.9 | -3.7 | -2.4 | -4.8 | -4.2 | -3.0
O=C(c1scc2c1CCCC2)N1CCOCC1 | 5.2 | 4.3 | 3.0 | 0.7 | 6.7 | 8.8 | 14.8 | 1.2
O=C1/C(=C/c2ccccn2)SC(=S)N1Cc1ccccc1 | 17.5 | 1.3 | 1.5 | 0.1 | -2.8 | -1.0 | -4.1 | -0.1
O=C(COc1ccc([N+](=O)[O-])cc1)N(C1CCCCC1)C1CCS(=O)(=O)C1 (stereo unspecified) | -1.5 | 1.0 | 0.4 | 5.7 | -2.7 | -8.6 | -4.2 | -1.9
CC1(c2nnc(Cc3ccccc3)o2)CC(c2ccccc2[N+](=O)[O-])=NO1 (stereo unspecified) | -30.4 | -13.0 | -0.3 | 16.4 | 0.0 | 8.6 | 9.6 | -1.4
Cc1ccc(S(=O)(=O)C(C#N)c2nc3ccccc3nc2OC(C)C)cc1 (stereo unspecified) | 19.5 | -2.3 | -0.5 | 4.3 | 16.7 | 22.8 | 21.0 | -4.0
Cn1ccsc1=NC(=O)c1ccc(=O)[nH]c1 | 14.9 | 3.0 | -0.1 | -3.5 | 6.0 | -3.9 | 16.9 | -7.8
CC1(C)C(=O)Nc2ccccc2N1C(=O)COC(=O)CSc1ccc(F)cc1 | -12.0 | 5.2 | 0.2 | 5.4 | 6.9 | 16.0 | 11.4 | 0.3
CCCn1c(C(O)c2cc(OC)c(OC)c(OC)c2)nc2ccccc21 (stereo unspecified) | -10.0 | 4.4 | -1.2 | -5.8 | 0.0 | 7.4 | -8.3 | -3.9
Cc1ccc(C(=O)CCC(=O)Nc2cccc(C(F)(F)F)c2)cc1 | 6.6 | -2.4 | -3.5 | -3.1 | 0.6 | 0.0 | 21.3 | -2.0
Cc1cc(C)c2nc(-c3cccc(Cl)c3)c(C)c(C(=O)N3CCOCC3)c2c1 | 2.9 | 12.4 | -1.5 | 0.3 | 30.4 | 38.4 | 12.7 | -5.7
COc1cc(OC)c(C2=NOC(C(=O)Nc3c(C)n(C)n(-c4ccccc4)c3=O)C2)cc1Cl (stereo unspecified) | 6.7 | -18.3 | 0.3 | -7.1 | -10.4 | 12.2 | 7.3 | -3.5
COc1cc(/C=C/[N+](=O)[O-])ccc1OCc1cccc(C(=O)O)c1 | 55.2* | 1.0 | -7.9 | 69.3* | 16.4 | 17.0 | -58.2 | -9.1
CC[C@]12c3[nH]c4ccccc4c3CCN1C(=O)C(CC(=O)NCCCOC)C[C@@H]2C(=O)N1CCN(C(=O)c2ccco2)CC1 (stereo partly specified) | -40.8 | 5.2 | 0.6 | 13.4 | 5.2 | 15.6 | 0.2 | -1.9
CC1(C)C(=O)Nc2ccccc2N1C(=O)CSc1nnc2ccccn12 | -9.2 | -10.4 | 0.5 | -2.3 | -4.2 | -0.1 | 20.7 | 1.1
CC1CCN(C(=O)c2[nH]cnc2C(=O)N[C@@H](Cc2ccccc2)C(=O)OC(C)(C)C)CC1 | 1.6 | 13.9 | -2.9 | -23.7 | 13.6 | 13.5 | -18.4 | -2.3
CCc1ccc(NC(=O)C2CCCN2S(=O)(=O)c2ccc3c(c2)n(C)c(=O)c(=O)n3C)cc1 (stereo unspecified) | 11.3 | -8.5 | -0.8 | 3.3 | 2.3 | 17.6 | 12.2 | -1.4
COc1cc(NC(=O)CSC(=S)N2CCCC2)c(OC)cc1Cl | -17.0 | 14.7 | -0.3 | -12.6 | 7.5 | 14.8 | -30.2 | -1.5
COC(=O)[C@]1(Cc2ccccc2)N[C@H](CN(C)C(=O)c2ccc(F)cc2)[C@@H]2C(=O)N(Cc3ccccc3)C(=O)[C@@H]21 | 25.5 | 13.7 | 2.3 | -8.1 | 16.1 | 17.9 | 3.9 | -1.2
COCCn1c(-c2ccc(Cl)cc2)cnc1SCC(=O)NCc1cccs1 | 30.0 | 18.4 | 1.0 | 5.0 | 26.5 | -6.1 | -8.0 | -2.7
CN1CCCC(OC(=O)/C(C#N)=C/c2ccccc2)C1 (stereo unspecified) | -2.4 | 4.8 | -0.1 | -11.0 | 16.6 | 9.4 | -5.5 | 0.7
Cc1cc(-c2csc(NC(=O)C3=COCCO3)n2)c(C)n1C | 23.4 | -7.3 | 1.2 | 5.1 | -6.9 | 3.1 | 4.4 | 1.6
CCOc1ccc(-n2nnc3c(=O)n(CC(=O)c4ccccc4)cnc32)cc1 | 11.9 | -11.8 | -0.2 | -8.3 | -7.6 | -1.1 | 20.2 | -2.3
O=C(CSc1oc(-c2ccc(F)cc2)nc1S(=O)(=O)c1ccccc1)NCC1CCCO1 (stereo unspecified) | 12.8 | 5.0 | -0.1 | 16.1 | 9.0 | -1.1 | -12.9 | -1.4
CNc1oc(-c2ccc(Cl)cc2)nc1C#N | -27.7 | 11.5 | 3.2 | -54.0 | 22.1 | 15.2 | -34.1 | 0.7
CN(C)c1ccc(/C=C(\C#N)C(=O)Nc2nc3c(s2)CCN(Cc2ccccc2)C3)cc1 | 45.9 | -5.9 | 4.0 | -9.5 | -1.3 | -8.1 | -9.9 | 1.1
CCCCCOC(=O)Nc1nnc(CCC)s1 | 25.1 | 15.2 | 0.0 | -14.8 | 34.0 | 30.7 | -7.4 | -1.0
Cc1nnn(-c2nonc2N)c1C(=O)NNC(=O)c1ccc(Cl)c(Cl)c1 | 21.1 | 5.2 | 1.4 | 3.3 | -2.3 | -13.9 | -0.1 | 1.5
Cc1cccc(Nc2nc3ccccc3s2)c1C | -95.0 | 32.4 | 5.0 | -108.0 | 38.8 | 17.9 | -149.9 | 1.1
O=C(NNC(=S)NC1CCCCC1)c1ccccc1Cl | -0.3 | 8.6 | 2.5 | -8.3 | 27.1 | 5.3 | -6.1 | 0.1
CCOC(=O)c1ccc(NC(=S)NCCc2ccccc2F)cc1 | 5.9 | 34.4 | -2.4 | 9.6 | 40.2* | 26.8 | -12.5 | 1.2
COc1ccc(Cn2c(SCc3cc(C)ccc3C)nc3cc(OC)c(OC)cc3c2=N)cc1 | 84.2* | -38.7 | 20.0 | 43.9 | 59.1* | 2.6 | -17.1 | 99.9*
CCOc1ccccc1N1CCN(C(=O)c2ccccc2SCC(=O)N2CCCC2)CC1 | 15.2 | -11.5 | 1.3 | -1.6 | -2.9 | 4.9 | 9.9 | -1.4
COc1ccccc1NC(=O)NNC(=O)CCc1ccccc1 | -8.5 | 6.6 | 2.2 | 4.8 | 2.0 | 8.3 | 21.9 | -5.3
COc1ccccc1CNC(=O)COc1ccccc1OC | 17.3 | 1.2 | 1.6 | -15.6 | 27.0 | 9.1 | -26.9 | 0.5
CCCCn1c(SCC(=O)c2ccc(OCC)cc2)nc2cc(S(N)(=O)=O)ccc21 | 22.3 | -14.3 | 2.2 | -1.4 | -6.3 | -9.9 | -13.0 | -0.3
COc1ccc(CCNC(=O)CN(C)S(=O)(=O)c2cccs2)cc1OC | 8.6 | 5.0 | 0.5 | -12.1 | 14.8 | 3.0 | 10.2 | -0.6

Shown with two lines to a compound: 7 of the compounds above
Every second line gives: Mdm2 MdmX PPI | TIM10 inh | UPR CHOP act | Jurkat NFkB inh | tim10-1 inh | tim23-1 inh | 697 NFkB inh | XBP1 UPR activ
- CCOc1ccc(-n2nnc3c(=O)n(CC(=O)c4ccccc4)cnc32)cc1
→ 11.9 | -11.8 | -0.2 | -8.3 | -7.6 | -1.1 | 20.2 | -2.3
- O=C(CSc1oc(-c2ccc(F)cc2)nc1S(=O)(=O)c1ccccc1)NCC1CCCO1 (stereo unspecified)
→ 12.8 | 5.0 | -0.1 | 16.1 | 9.0 | -1.1 | -12.9 | -1.4
- CNc1oc(-c2ccc(Cl)cc2)nc1C#N
→ -27.7 | 11.5 | 3.2 | -54.0 | 22.1 | 15.2 | -34.1 | 0.7
- CN(C)c1ccc(/C=C(\C#N)C(=O)Nc2nc3c(s2)CCN(Cc2ccccc2)C3)cc1
→ 45.9 | -5.9 | 4.0 | -9.5 | -1.3 | -8.1 | -9.9 | 1.1
- CCCCCOC(=O)Nc1nnc(CCC)s1
→ 25.1 | 15.2 | 0.0 | -14.8 | 34.0 | 30.7 | -7.4 | -1.0
- Cc1nnn(-c2nonc2N)c1C(=O)NNC(=O)c1ccc(Cl)c(Cl)c1
→ 21.1 | 5.2 | 1.4 | 3.3 | -2.3 | -13.9 | -0.1 | 1.5
- Cc1cccc(Nc2nc3ccccc3s2)c1C
→ -95.0 | 32.4 | 5.0 | -108.0 | 38.8 | 17.9 | -149.9 | 1.1

Further structures:
SMILES | Mdm2 MdmX PPI | TIM10 inh | UPR CHOP act | Jurkat NFkB inh | tim10-1 inh | tim23-1 inh | 697 NFkB inh | XBP1 UPR activ
CN(Cc1nc2ccc(Cl)cc2[nH]1)Cc1nc(-c2cnccn2)no1 | 15.5 | 8.1 | 0.4 | 8.6 | 2.2 | -2.2 | 7.7 | -1.9
Cc1cc(=O)oc2cc(OCc3ccc(C(=O)OCC(=O)Nc4ccc(N(C)C)cc4)cc3)ccc12 | 5.9 | 7.3 | 0.2 | 5.8 | -9.6 | -3.2 | -3.6 | 1.9
O=[N+]([O-])c1ccc(Cl)c(S(=O)(=O)Nc2cccc(-c3ccc(N4CCCC4)nn3)c2)c1 | -24.9 | 18.8 | 4.7 | -1.6 | 19.4 | 30.6 | -13.6 | -1.0
CCOC(=O)Cc1csc(NC(=O)c2ccc(S(=O)(=O)N3CCOCC3)cc2)n1 | 17.2 | -4.2 | -1.4 | -2.9 | 10.5 | 17.1 | 9.2 | 0.9
Cc1ccc([C@H]2C(C#N)=C(N)Oc3cc(C)oc(=O)c32)o1 | -20.6 | 28.2 | 0.8 | 2.1 | 33.0 | 40.9 | 0.4 | -5.8

Assay outcomes deposited in PubChem BioAssay by Sanford-Burnham Center for Chemical Genomics.
